Screening results from PubChem BioAssay.
PhoP GFP inhibition: PhoP regulon inhibitors, Salmonella typhi PhoP promoter GFP reporter, confirmatory (AID 1850); one-dose inhibition, % at 50 µM; IC50 in µM for titrated hits; Salmonella Typhi PhoP-promoter GFP reporter, fluorescence, 4 h; higher % means a stronger effect; hit rate 0.33% among 310,000; in the data active = a potency from the dose series; inconclusive = inhibition mostly from about 25% at the one dose, without a potency; inactive = the rest, 99 in 100 with inhibition below about 19%;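 also: 0% = induced wells with vehicle and 100% = uninduced wells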
H1N1 NS1A inhibition: NS1A inhibition, H1N1 influenza, cell based functional assay (AID 504329); NS1A functional cell-based assay, percent inhibition; higher % means a stronger effect; hit rate 0.3% among 340,000; inhibition, % at 12.5 µM; hits with a dose series show IC50 in µM; in the data active = a potency from the dose series; inconclusive = inhibition above about 27% without an active follow-up result; also: strong numbers were not always called active
M. tuberculosis: growth inhibition of non-replicating M. tuberculosis (AID 488890); Mycobacterium tuberculosis non-replicating, growth inhibition; higher % means a stronger effect; inhibition, % at 25 µM, or IC50 in µM where a hit was titrated; hit rate 0.39% among 320,000; in the data active = a potency from the dose series; inconclusive = inhibition mostly from about 82% at the one dose, without a potency; inactive = the rest, 99 in 100 with inhibition below about 76%;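 also: plate controls were DMSO cells for no effect and high antibiotic wells for full effect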
M. tuberculosis HTS: M. tuberculosis growth inhibition, HTS (AID 449762); M. tuberculosis H37Rv growth inhibition, 7H9 media; higher % means a stronger effect; inhibition, % at 25 µM; hits with a dose series show IC50 in µM; hit rate 0.59% among 330,000; in the data active = a potency from the dose series; inconclusive = inhibition above about 70% without an active follow-up result;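 also: bacterial growth assessed after seven days of incubation; strong numbers were not always called active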
inhibitors of VEEV: inhibitors of VEEV TC-83 cytopathic effect, confirmation, Vero cells (AID 588727); one-dose inhibition, % at 20 µM; IC50 in µM for titrated hits; hit rate 0.13% among 350,000; Vero cells, VEEV TC-83 cytopathic effect inhibition; higher % means a stronger effect; in the data active = a potency from the dose series; inconclusive = inhibition mostly from about 14% at the one dose, without a potency; inactive = the rest, 99 in 100 with inhibition below about 12%; also: strong numbers were not always called active
* hit, by the source's call; i = inactive; ? = inconclusive; . = no result given. Compounds as they come (roughly 1.6% active in at least one column).

molecule | PhoP GFP inhibition | H1N1 NS1A inhibition | M. tuberculosis | M. tuberculosis HTS | inhibitors of VEEV
O=C(OCc1ccc([N+](=O)[O-])cc1)c1ccc(N2CCCC2)c([N+](=O)[O-])c1 | 1% | -2% | -8% | 1% | 1.4%
CCOc1cc(C=NNC(=O)CCCC(=O)NN=Cc2ccc(O)c(OCC)c2)ccc1O | . | -5% | . | . | 3.0%
C=CCn1c(SCC(=O)NNC(=S)Nc2ccccc2)nnc1-c1ccccc1 | 1% | -20% | -2% | 7% | 6.6%
CCOc1ccc(N(CC(=O)N/N=C(\C)c2cccc(NC(C)=O)c2)S(=O)(=O)c2ccccc2)cc1 | -6% | -12% | 2% | 3% | 0.3%
CCOC(=O)/C=C1\SCC(=O)N1CC(=O)N1CCOCC1 | -3% | -1% | 9% | -6% | 0.2%
C/C(N)=C(/C#N)C(=O)COC(=O)c1ccc(C#N)cc1 | 4% | -5% | 17% | -5% | i
CN(Cc1cn(-c2ccccc2)nc1-c1cc2ccccc2o1)C(=O)CCC(=O)O | 3% | 5% | 36% | 7% | 0.6%
CCOc1ccc2[nH]c(C)c(CN3CCOCC3)c(=O)c2c1 | -5% | 2% | -5% | 0% | i
Cc1ccc(NS(=O)(=O)c2ccc(C(=O)N3CCN(c4ncccn4)CC3)cc2)cc1 | 3% | 0% | 5% | 4% | 2.4%
COc1ccc(C(=O)Nc2nc(-c3ccccc3)c(C(C)=O)s2)c(OC)c1 | -1% | 9% | 1% | 5% | 5.1%
O=C(NCC1CCCO1)C(c1cccs1)N(Cc1cccs1)C(=O)c1ccc(-c2ccccc2)[nH]1 (stereo not drawn) | -5% | 10% | 41% | 0% | 8.0%
COc1ccc(N2CCN(C(=O)c3cccnc3)CC2)c([N+](=O)[O-])c1 | 5% | 10% | -2% | -3% | 0.2%
O=C(CC1SC(N2CCOCC2)=NC1=O)Nc1cc([N+](=O)[O-])ccc1Cl (stereo not drawn) | -8% | -7% | -6% | 0% | 0.2%
CN1CCN(C(=O)CN(Cc2ccc(Cl)cc2)S(C)(=O)=O)CC1 | -5% | 7% | 3% | -2% | 0.1%
O=C(O)c1ccc(NS(=O)(=O)c2cccc(C(=O)Nc3ccccc3[N+](=O)[O-])c2)cc1 | . | -2% | . | . | 0.8%
COc1cc(CNC(=O)C2CCCN2S(=O)(=O)c2ccccc2)cc(OC)c1OC (stereo not drawn) | 5% | 0% | -18% | -2% | 0.1%
CC(O)/C=C/c1ccc2ccccc2n1 (stereo not drawn) | 3% | 33% | 38% | 11% | 2.9%
Cc1nn(-c2ccccc2)c2sc(C(=O)O)cc12 | -5% | 6% | -11% | 12% | 2.2%
CCC(CC)COC(=O)C(C#N)c1nc2ccccc2nc1N1CCN(CC)CC1 (stereo not drawn) | -2% | 12% | i | ? | i
COc1ccc(-c2[nH]ncc2CN(CCO)CC23CC4CC(CC(C4)C2)C3)c(OC)c1 | -4% | -1% | 14% | 0% | i
CSc1ccn(CCC(=O)O)c(=O)n1 | -8% | 4% | -4% | -1% | 1.8%
CN(c1ccc(C(=O)Nc2nccs2)cc1)S(=O)(=O)c1ccccc1 | -4% | 24% | 25% | 0% | 1.3%
CCOC(=O)CNC(=O)c1cccnc1Oc1ccc(Cl)cc1 | -11% | 0% | 69% | 43% | 2.2%
CCCS(=O)(=O)Nc1c(OC)ccc2c1c(C(=O)OCC)c(C)n2C | -4% | 0% | 7% | -2% | 0.3%
Cc1ccc(N(CN2C(=O)NC(C)(C)C2=O)CN2C(=O)NC(C)(C)C2=O)cc1 | 6% | -10% | 31% | 2% | 4.0%
O=C(NC1CCCCC1)c1ccccc1NC(=O)C1CC(=O)N(c2ccccc2)C1 (stereo not drawn) | 1% | 18% | 12% | 3% | 4.7%
Cc1ccc(NC(=O)CN(C)C(=O)Cn2c(=O)oc3ccccc32)cc1 | . | 13% | 3% | -7% | 1.6%
COC(=O)C(C)Oc1ccc(-c2nccc(-c3cccs3)n2)cc1 (stereo not drawn) | 8% | -4% | ? | ? | 4.3%
COc1ccc(NC(=S)Nc2cccc(C(F)(F)F)c2)c(C)c1 | 8% | -3% | 63% | 1% | 1.4%
COc1ccc(C(=O)Nc2ccccc2SCc2cc(=O)n3nc(C)sc3n2)cc1OC | -4% | -3% | -4% | -6% | 0.6%

11 entries out of the list, sorted by molar mass, low to high.
molecule | PhoP GFP inhibition | H1N1 NS1A inhibition | M. tuberculosis | M. tuberculosis HTS | inhibitors of VEEV
COC(=O)C(C)Oc1ccc(-c2nccc(-c3cccs3)n2)cc1 (stereo not drawn) | 8% | -4% | ? | ? | 4.3%
CN1CCN(C(=O)CN(Cc2ccc(Cl)cc2)S(C)(=O)=O)CC1 | -5% | 7% | 3% | -2% | 0.1%
CN(c1ccc(C(=O)Nc2nccs2)cc1)S(=O)(=O)c1ccccc1 | -4% | 24% | 25% | 0% | 1.3%
CN(Cc1cn(-c2ccccc2)nc1-c1cc2ccccc2o1)C(=O)CCC(=O)O | 3% | 5% | 36% | 7% | 0.6%
O=C(NC1CCCCC1)c1ccccc1NC(=O)C1CC(=O)N(c2ccccc2)C1 (stereo not drawn) | 1% | 18% | 12% | 3% | 4.7%
CCC(CC)COC(=O)C(C#N)c1nc2ccccc2nc1N1CCN(CC)CC1 (stereo not drawn) | -2% | 12% | i | ? | i
C=CCn1c(SCC(=O)NNC(=S)Nc2ccccc2)nnc1-c1ccccc1 | 1% | -20% | -2% | 7% | 6.6%
COc1ccc(-c2[nH]ncc2CN(CCO)CC23CC4CC(CC(C4)C2)C3)c(OC)c1 | -4% | -1% | 14% | 0% | i
O=C(O)c1ccc(NS(=O)(=O)c2cccc(C(=O)Nc3ccccc3[N+](=O)[O-])c2)cc1 | . | -2% | . | . | 0.8%
CCOc1cc(C=NNC(=O)CCCC(=O)NN=Cc2ccc(O)c(OCC)c2)ccc1O | . | -5% | . | . | 3.0%
CCOc1ccc(N(CC(=O)N/N=C(\C)c2cccc(NC(C)=O)c2)S(=O)(=O)c2ccccc2)cc1 | -6% | -12% | 2% | 3% | 0.3%

Going on with the list:
molecule | PhoP GFP inhibition | H1N1 NS1A inhibition | M. tuberculosis | M. tuberculosis HTS | inhibitors of VEEV
O=C(NC(=S)N1CCCc2ccccc21)c1ccc([N+](=O)[O-])cc1 | -4% | 0% | 32% | 25% | 2.9%
C/C(=N\NC(=O)c1ccccc1O)c1c(O)cc(C)oc1=O | -5% | 1% | 76% | 51% | 0.7%
O=C(NNc1nc2ccc(Cl)cc2s1)c1cc(-c2cccs2)nc2ccccc12 | 5% | 4% | . | -4% | 6.7%
Cc1ccc(C)c(N2N=C(C(=O)Nc3cccc(S(=O)(=O)N4CCCCC4)c3)CCC2=O)c1 | . | 1% | 18% | 1% | 7.0%
Cc1cc(=O)[nH]c(SCC(=O)N2CCN(C(=O)c3ccco3)CC2)n1 | . | -18% | -2% | 0% | 0.1%
Cc1cc(C)cc(COn2ccnc2)c1 | -8% | -3% | -3% | 6% | 1.6%
CCSc1nnc(SCC(=O)NNC(=O)c2ccccc2F)s1 | -8% | -11% | 59% | 52% | 0.9%
NC(=O)C1CCCN1Cc1ccc2c(c1)OCO2 (stereo not drawn) | . | 6% | . | . | i
O=C(CSc1nc2ccccc2n1S(=O)(=O)c1ccccc1)N1CCCCC1 | -7% | 0% | -9% | -2% | 1.4%
Cc1ccc(S(=O)(=O)N2CCCCC2)cc1NC(=O)COC(=O)C1=COCCO1 | 11% | -3% | -3% | 22% | 4.6%
CC(NC(=O)c1ccc(CS(C)(=O)=O)cc1)c1ccc(-c2ccccc2)cc1 (stereo not drawn) | -5% | -30% | 18% | 4% | i
COc1cccc(OC)c1C(=O)N1CCN(C(=O)c2ccc(-c3ccccc3)cc2)CC1 | -21% | 3% | 15% | -2% | 3.5%
CC(=O)c1ccccc1NC(=O)COC(=O)CCCN1C(=O)c2cccc3cccc(c23)C1=O | -6% | 7% | -8% | 5% | 2.1%
Cc1ccccc1S(=O)c1ccccc1C(=O)O (stereo not drawn) | 0% | 2% | 1% | 7% | 6.3%
Cc1ccc(C(=O)NCCOC23CC4CC(CC(C4)C2)C3)cc1 | -4% | 11% | 53% | 9% | i
COc1ccc(CN2CCN(C(=O)Cn3nc(C)n4cccc4c3=O)CC2)c(OC)c1OC | 6% | -2% | -2% | 3% | i
CCOc1ccccc1C(=O)N[C@H](C(=O)Nc1nc2c(s1)CCCC2)C(C)C | -1% | -6% | 50% | 70% | i
COC(=O)c1c(NC(C)=O)csc1C | -6% | . | -20% | 6% | 0.6%
Cc1oc(-c2ccc(Cl)cc2)nc1CS(=O)CC(=O)NCc1ccco1 (stereo not drawn) | 2% | 3% | 7% | 2% | i
CCOC(=O)c1oc2cccc(O)c2c1CN(Cc1ccccc1)C(C)=O | 1% | -5% | 18% | -16% | i
Cc1cc(C)nc(SCC(=O)O)n1 | -1% | -6% | -6% | 0% | 1.3%
O=C1c2ccccc2C(=O)N1CC1c2ccccc2CCN1C(=O)CN1CCOCC1 (stereo not drawn) | 4% | 4% | -13% | -3% | 1.5%
Cc1ccccc1OCc1nnc(SCc2nc3ccccc3c(=O)[nH]2)n1C | 2% | 0% | -3% | -4% | 0.1%
CC(=O)c1ccc(OCCCC(=O)Nc2cccc(S(=O)(=O)N3CCCCCC3)c2)cc1 | . | -6% | 19% | 2% | 3.8%
CCCCc1ccc(NC(=S)N2CCN(C(=O)OCC)CC2)cc1 | 3% | 2% | 50% | 0% | 0.3%
CCC(=O)c1cn(CC(=O)Nc2cccc(C)c2C)c2ccccc12 | -1% | -7% | -3% | 5% | 1.8%
O=C(CN(C(=O)CSc1nc2ccccc2o1)c1cccc(F)c1)NC1CCCCC1 | -2% | 2% | 10% | 4% | 0.2%
CCOC(=O)C1CCCN(CCC(=O)Nc2cccc(F)c2)C1 (stereo not drawn) | -2% | -3% | 4% | -2% | i
COc1cc2cc3c(N)c(C(=O)Nc4sc(C)c(C)c4C#N)sc3nc2cc1OC | 4% | -4% | -4% | 6% | 1.3%
CCC1Oc2ccccc2N(Cc2ccccc2C)C1=O (stereo not drawn) | 3% | 20% | 4% | 7% | 0.6%
O=C(NC(=S)Nc1ccccc1N1CCCC1)c1ccc(F)cc1 | -28% | 10% | ? | 17% | i
OCCC1CN(CCCc2ccccc2)CCN1Cc1ccccc1 (stereo not drawn) | 8% | -13% | 18% | 8% | 3.2%
O=C(NNS(=O)(=O)c1ccccc1)c1cnn(-c2ccccc2)c1-n1cccc1 | 1% | -7% | 17% | 3% | 2.6%
O=c1[nH][nH]cc1C=Nc1ccc(Cl)cc1 | 4% | -8% | 11% | -5% | 0.7%
CN(C)CCCC1(O)c2ccccc2C=Cc2ccccc21 | 10% | -15% | -6% | -12% | i
Cc1ccc(C(=O)NCCONC(=O)c2ccc(C)cc2)cc1 | -4% | -5% | 14% | -2% | 1.9%
CCc1c(C2(O)CCCCC2)[nH]c2cnccc12 | . | 0% | 55% | -1% | 6.2%
O=C(O)CCCCCNC(=O)OCC1c2ccccc2-c2ccccc21 | -6% | -2% | 2% | 2% | 1.1%
CC(=O)N1CCN(S(=O)(=O)c2cccc(C(=O)Nc3ccccc3N3CCCCC3)c2)CC1 | . | 8% | . | . | 0.1%
Clc1ccccc1/C=N/N1CCN(Cc2ccccc2)CC1 | -3% | 4% | -16% | -7% | 0.6%
COCC(=O)N(CCc1ccccc1)Cc1cc2cc(C)ccc2nc1Cl | 2% | -5% | 8% | -1% | 1.1%
CCOC(=O)c1cncc(O)c1 | 5% | 13% | 3% | 16% | 0.5%
C=CCNC(=O)c1onc(CSc2ccc(Cl)cc2)c1C(=O)NCC=C | -8% | 4% | -1% | 28% | 0.1%
Cc1cc(=O)[nH]c2ccccc12 | -8% | 2% | 7% | -4% | 4.2%
NC(=O)C1CCN(C(=O)c2ccccc2SCC(=O)NCC2CCCCC2)CC1 | -5% | -1% | -13% | -6% | 3.7%
Cc1cc(OCC(=O)Nc2cnn(CCCC(=O)O)c2)ccc1Cl | -11% | 11% | 9% | -5% | 1.8%
NC(=O)c1cccc(CS(=O)(=O)c2ccc(Cl)cc2)c1 | -4% | -4% | 0% | -9% | 0.4%
CC(=O)N(c1ccccc1)C(C(=O)c1ccccc1)c1ccccc1 (stereo not drawn) | . | 1% | . | . | 3.6%
Cc1ccc2cc(C)c3nnc(SCC(=O)Nc4nc5c(s4)CCCC5)n3c2c1C | -7% | 1% | 28% | 2% | 0.7%
CC(C)(C)c1ccccc1NC(=O)c1ccc(-n2cncn2)c([N+](=O)[O-])c1 | -4% | -2% | 7% | -1% | 0.2%
